SR-BI uptake up – enhances SR-BI lipid uptake from DiI-HDL. CHO ldlA[mSR-BI] cells, DiI-HDL uptake fluorescence, 3 h; 100 = double the neutral-control signal. activation, % at 12.5 µM. hit rate 0.096% among 320,000. AID 504775;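 active means mean replicate activation of at least 60% and every replicate at or above 60%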;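 further: 0% = median plate neutral-control signal and 100% = twice that signal; values of inactives mirror those of a sister screen read the other way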
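Assay system: CHO ldlA[mSR-BI] cells, LDL receptor-null, SR-BI overexpressing; medium: Ham's F12 with 0.5% BSA, HEPES 25 mM, pH 7.4; also added: DiI-HDL 10 µg/mL; timing: 3 h uptake period with compound, 37 °C; signal: DiI fluorescence, bottom read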
Mot1-301 SUMO – SUMOylation pathway inhibition by Mot1-301 growth rescue; S. cerevisiae Mot1-301 growth rescue, ATP luminescence, 38.5C; percent above DMSO median, 100 means doubled; growth rescue, % at 18.8 µM; hit rate 1% among 320,000; AID 2716;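 active means every valid replicate shows activation above 250% relative to neutral control wells; inactive means the rest, any valid replicate at or below 250%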;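 further: OY570 slx delta 5 strain wells were the positive control but not used for scaling; some compounds called inactive have numbers as strong as hits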
PKA-R2B act – PKA-R2B complex activation | PKA-R2B holoenzyme dissociation, Cy5-IP20 fluorescence polarization; R2B truncated from residue 108, S112A mutant; 0% DMSO only, 100% 113 µM cGMP | activation, % at 11.4 µM | hit rate 0.079% among 340,000;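 active means activation above a cutoff set at the mean over all compounds plus 3 SD, cut at about 18% in these data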;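 further: higher means more holoenzyme dissociation and a rise in polarization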
CDK5 p35 inh – inhibitors of human CDK5/p35 kinase; Recombinant CDK5/p35, ADP-Glo luminescence, 60 min; inhibition, % at 10 µM; hit rate 0.01% among 330,000;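 active means highest replicate inhibition of at least 50% and at least 75% of replicates reaching 50%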;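 further: plate controls were DMSO neutral control for no effect and GW8510 at 10 µM for full effect; many of its hits are not listed in these tables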
MITF TRPM1 HTS – MITF TRPM1 promoter activation in melanoma cells; SK-MEL-5 TRPM1-promoter luciferase, 24 h; % of positive control, neutral wells = 0; activation, % at 12.5 µM; hit rate 0.75% among 300,000;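 active means mean activation of at least 80% with every replicate also reaching 80%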;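 further: 0% = neutral control wells and 100% = parthenolide positive control wells; values of inactives mirror those of a sister screen read the other way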
Arrestin-AP2 inh – human beta-arrestin and AP2 interaction inhibition. FITC-arrestin peptide / GST-AP2 beads, flow cytometry; AP2 beta2 appendage carries R879A mutation. inhibition, % at 10 µM. AID 504490. hit rate 0.31% among 340,000;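 active means inhibition above a set limit, near 3 SD of compounds lacking own fluorescence, cut at about 54% in these data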;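 further: plate controls were DMSO wells for no effect and 5 µM unlabelled arrestin peptide for full effect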
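Material – GST-tagged AP2 beta2-adaptin appendage (R879A) on 4 µm glutathione beads · Probe or stimulus – fluorescein-tagged arrestin peptide at 50 nM final · Timing – 12 min plus 1 h, RT · Detection – bead flow cytometry, FITC channel · Read-out basis – inhibition as reduced fluorescein signal on beads, percent · Medium – PBS plus Tween 20 (0.05%) and BSA (0.1%)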
DSG3 Ab inh – human desmoglein-3 autoantibody binding inhibition; DSG3-coupled beads, scFv-anti-DSG3-GFP binding, flow cytometry; stronger effect = lower value; P32926; hit rate 0.48% among 310,000; AID 588358; binding (percent of control), % at 10 µM;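 active means binding more than 3 SD below its plate's average and above zero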;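 further: hits lower antibody fragment binding to DSG3; some compounds called inactive have numbers as strong as hits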
NSD2 inh – NSD2 (human) methyltransferase inhibition; O96028; NSD2 peptide methylation, AlphaScreen, 120 min; inhibition, % at 12.5 µM; hit rate 0.54% among 310,000; AID 743445; in the data active means inhibition above about 50%
dFosB act – mouse delta FosB homodimer activation; P13346; purified delta FosB, TAMRA-CDK5 oligo fluorescence polarization; percent of positive-control signal above neutral wells; activation, % at 25 µM; hit rate 0.99% among 340,000; AID 493131;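 active means mean activation above about 17%, with every replicate also reaching it, limit read from the data, passing the limit was not always enough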;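 further: fluorescence polarization rise as delta FosB binds a TAMRA Cdk5 AP-1 oligo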
Target sequence (P13346 whole entry, looked up): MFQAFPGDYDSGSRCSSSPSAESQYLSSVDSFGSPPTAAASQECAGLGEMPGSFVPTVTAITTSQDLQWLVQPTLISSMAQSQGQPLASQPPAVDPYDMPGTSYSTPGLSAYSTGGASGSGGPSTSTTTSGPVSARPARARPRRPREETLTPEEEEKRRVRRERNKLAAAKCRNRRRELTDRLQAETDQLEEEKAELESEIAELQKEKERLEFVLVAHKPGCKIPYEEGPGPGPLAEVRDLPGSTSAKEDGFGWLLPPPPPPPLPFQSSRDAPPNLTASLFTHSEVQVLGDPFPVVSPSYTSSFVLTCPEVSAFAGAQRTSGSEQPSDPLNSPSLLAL
PKA-R1A act – PKA-R1A complex activation; PKA-R1A dissociation, Cy5-IP20 fluorescence polarization; scaled: DMSO 0%, 113 µM cGMP 100%; activation, % at 11.4 µM; hit rate 0.083% among 340,000; AID 504707;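 active means percent activation above the mean of all tested compounds plus 3 SD, cut at about 19% in these data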;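 further: higher means more PKAc released from R1A so a rise in polarization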
SR-BI DiI inh – mouse SR-BI HDL lipid transfer inhibition; Q61009; ldlA[mSR-BI] CHO cells, DiI-HDL uptake fluorescence, 3 h; inhibition, % at 12.5 µM; hit rate 0.96% among 320,000; AID 488896;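 active means mean replicate inhibition of at least 70% and a set share of replicates each scoring 70 or more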;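 further: 0% = median of neutral control wells and 100% = median of positive control wells; values of inactives mirror those of a sister screen read the other way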
Target sequence (Q61009 whole entry, looked up): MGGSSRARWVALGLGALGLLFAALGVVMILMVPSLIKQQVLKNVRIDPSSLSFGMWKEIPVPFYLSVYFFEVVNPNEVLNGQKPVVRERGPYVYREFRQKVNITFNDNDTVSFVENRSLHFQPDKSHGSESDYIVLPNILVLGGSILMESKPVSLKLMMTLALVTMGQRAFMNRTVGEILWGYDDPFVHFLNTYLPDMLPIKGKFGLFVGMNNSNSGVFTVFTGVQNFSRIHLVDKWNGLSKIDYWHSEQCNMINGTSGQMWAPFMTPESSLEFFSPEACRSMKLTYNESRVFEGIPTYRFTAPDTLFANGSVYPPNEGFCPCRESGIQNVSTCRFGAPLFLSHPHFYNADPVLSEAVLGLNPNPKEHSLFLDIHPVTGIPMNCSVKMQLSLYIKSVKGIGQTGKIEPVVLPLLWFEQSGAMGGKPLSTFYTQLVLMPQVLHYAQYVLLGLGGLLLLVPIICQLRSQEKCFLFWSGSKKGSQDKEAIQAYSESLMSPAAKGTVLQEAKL
The depositor's hits bear a star; i = inactive; . = no result given.

SR-BI uptake up	NSD2 inh	dFosB act	CDK5 p35 inh	DSG3 Ab inh	Mot1-301 SUMO	PKA-R2B act	Arrestin-AP2 inh	SR-BI DiI inh	PKA-R1A act	MITF TRPM1 HTS	structure
.	-4	4	-0.2	93	-11	1	4	.	-10	-2	Cc1nn(C(C)C(=O)NCc2cccs2)c(C)c1[N+](=O)[O-] (stereo not drawn)
-4	-1	3	0.6	84	-19	-7	-4	4	-3	8	CC1(C)CC(=O)c2c(O)c(-c3ccccc3)c(=O)n(-c3ccccc3)c2C1
8	-3	2	1.4	105	-12	1	2	-8	0	7	Clc1cc(NC2CCCCC2)ncn1
.	34	0	-0.8	94	5	-6	36	.	2	-5	CCN(CC)c1ccc(C(=S)NCc2ccccc2)cc1
17	7	3	-1.2	108	5	-7	-4	-17	-4	-7	O=C(O)c1nn2c(c1Br)NC(c1ccccc1)CC2C(F)(F)F (stereo not drawn)
-37	1	1	-2.8	116	-6	-11	6	37	-6	2	CC(NC(=O)CN(c1ccc(F)cc1)S(C)(=O)=O)c1ccccc1 (stereo not drawn)
8	1	4	1.3	102	-8	1	9	-8	-1	-1	Cc1ccc(NC(=S)NNC(=O)Cn2nc([N+](=O)[O-])cc2C)cc1
-27	5	-3	1.3	99	-2	-2	11	27	0	-12	CCOc1cc(/C=C2\COc3ccccc3C2=O)ccc1OCC(=O)N(C)C
8	-2	-2	0.0	97	10	10	16	-8	0	32	Cc1ccc(NC(=O)CSc2ncccn2)cc1F
12	0	-6	0.5	94	-11	3	-8	-12	-2	0	CCOc1ccc(NC(=O)C2CC(=O)OC2c2ccccc2)cc1 (stereo not drawn)
-3	-3	-8	0.5	107	-4	6	-5	3	-9	-1	O=C(NCc1cnn(-c2ccc(F)cc2)c1)C1CCC(=O)N(C2CC2)C1 (stereo not drawn)
1	9	-11	-1.7	110	284	-6	-16	-1	-5	-12	O=Nc1c(O)n(Cc2ccccc2)c2ccccc12
-11	1	2	1.8	95	8	-10	11	11	-1	.	CCOC(=O)c1[nH]nc(C(=O)c2ccc(Br)cc2)c1O
-24	0	-12	-0.8	99	228	3	-1	24	-8	37	COc1nc(-c2ccc(C)cc2)ccc1-c1noc(-c2ccco2)n1
3	1	4	4.1	.	75	-2	-1	-3	5	-22	CC(C)(CO)N=Cc1c(O)[nH]c2ccccc12
6	.	-5	-2.2	107	19	-9	11	-6	-13	4	COc1ccc(CN2C=C3C(=O)C(C)(OC(=O)CCc4ccccc4)C(=O)C=C3C=C2c2ccc(C#N)cc2)cc1 (stereo not drawn)
.	-1	-1	-2.8	94	-15	-11	-1	.	-4	9	COc1cccc(NC(=S)/C(=C(\[O-])c2ccc([N+](=O)[O-])cc2)[n+]2ccccc2)c1
-9	-5	-3	1.2	100	-2	-6	37	9	9	.	CCSC1=C(C#N)C(c2ccc(Cl)cc2)C2=C(CCCC2=O)N1 (stereo not drawn)
-17	-3	-22	0.5	111	119	-3	0	17	4	31	Cc1ccc(-c2cc(C(=O)n3cnc4ccccc43)c3ccccc3n2)cc1C
-22	1	-2	0.8	97	-3	-13	9	22	-11	-4	COc1ccc2sc(N3C(=O)CC(Cc4cccc(C)c4)C3=O)nc2c1 (stereo not drawn)
-4	-3	-6	0.0	i	-7	-1	34	4	-6	-11	COc1ccc(CCN(Cc2cc3ccc(C)cc3n3nnnc23)C(C)=O)cc1OC
4	0	-2	0.3	85	-4	5	0	-4	-1	-3	CC/C(=N/O)C(=O)c1ccc(Br)cc1
-76	1	-9	0.1	90	-20	-8	9	76*	8	-16	COc1ccc(C(=O)Nc2sc3c(c2C#N)CCN(C(C)=O)C3)cc1
11	2	-2	-10	109	-9	1	-6	-11	-4	8	Oc1ccc(N2CCN(Cc3ccc(OCCCN4CCCCC4)cc3)CC2)cc1
-15	3	-3	-0.6	117	-5	-2	-7	15	-11	2	CCCCn1c(O)c(/C=C2\C=NN=C2c2ccccc2)sc1=S
.	1	4	6.4	93	-11	-8	-11	.	-2	29	Cc1ccsc1C(=O)Nc1nc2ccccc2[nH]1
-1	-1	0	0.6	97	3	-10	-9	1	-5	9	CC(=O)N(Cc1ccco1)C1(C(=O)NC2CCCC2)CCCCC1
1	.	3	0.0	98	12	-5	-1	-1	7	-9	OCC1OC(n2cnc3c(NC4CCCC4)ncnc32)C(O)C1O (stereo not drawn)
14	24	-1	-1.4	97	-1	-2	3	-14	-1	8	COc1ccc(NC2CCCN(C(=O)c3csc(C(C)C)n3)C2)cc1OC (stereo not drawn)
-1	.	-5	-1.2	97	-21	-8	.	1	1	12	CC(=O)c1ccc(-c2cccc(-c3nc4ccccn4c3NC3CCCCC3)c2)cc1
17	-1	-2	1.2	95	149	3	-6	-17	-10	4	O=C1c2ccccc2C(=O)N1Cc1cc(-c2ccccc2)no1
-56	.	-11	-0.4	97	.	-2	-4	56	-5	0	CC(=O)c1ccc(-c2cccc([C@H]3[C@@H]4C=CC[C@@H](C)[C@@H]4C(=O)N3Cc3ccccc3)c2)cc1
-1	0	1	1.0	87	2	-3	-2	1	5	5	Oc1cc2c(cc1CN1CCN(c3cccc(C(F)(F)F)c3)CC1)CCC2
-10	6	-3	-0.5	103	41	-9	15	10	-18	0	Clc1ccc(OCCn2ccnc2)c(Br)c1
7	-1	-2	-7.2	94	11	-15	4	-7	6	-24	CC(C)Cc1ccc(C(C)C(=O)Nc2ccccc2O)cc1 (stereo not drawn)
-19	2	-14	-0.7	99	10	1	4	19	2	5	COc1cc(OC)c(NC(=O)c2ccc3c(SCC(=O)O)c4c(nc3c2)CCCC4)cc1Cl
2	-1	-12	.	99	-5	5	5	-2	17	6	COCCC(=O)N1CCC(n2nccc2NC(=O)c2ccccc2C)CC1
22	-9	3	4.6	95	56	-5	17	-22	-7	9	Cc1ccc(S(=O)(=O)N2CCC(C(=O)N3CCC(C(=O)NCc4cccnc4)CC3)CC2)cc1
-22	-1	-3	0.1	92	4	8	-10	22	3	0	Cc1ccc(S(=O)(=O)N2CCN(C(=O)C3CCCO3)CC2)cc1 (stereo not drawn)
-15	-9	-8	-4.5	108	-10	-10	5	15	-6	-19	CCCCN(S(=O)(=O)c1ccccc1)S(=O)(=O)c1ccccc1
-20	7	0	0.5	89	16	-7	3	20	-5	-15	Cc1ccc(C(=O)Nc2ccccc2[N+](=O)[O-])cc1S(=O)(=O)N1CCOCC1
-3	-1	3	0.4	.	2	3	4	3	-7	-3	COc1cccc(NC(=O)C2CCCN2C(=O)OCc2ccccc2)c1 (stereo not drawn)
.	1	-8	-0.9	111	-12	-1	21	-16	-9	1	O=C(N/C(=C/c1cccc([N+](=O)[O-])c1)C(=O)N1CCCCCC1)c1ccco1
-16	1	5	0.9	98	17	-9	7	16	-3	57	CN(C)c1ccc(NC(=S)NC(=O)/C=C/c2ccc(Cl)cc2)cc1
.	-11	-1	0.3	99	4	1	5	.	4	13	CCOC(=O)Cn1nc(C)c(NC(=O)COc2ccc(C)c(C)c2)c1C
.	-6	-3	-1.3	102	28	-1	-2	.	-13	4	COc1ccc(N2CC(C(=O)OCC(=O)Nc3cccc(C)c3)CC2=O)cc1 (stereo not drawn)
16	-1	-3	-0.5	112	-10	-8	-9	-16	-1	0	Cc1ccc(C(=O)CCS(=O)(=O)c2ccc(Cl)cc2)cc1
-2	0	-5	-5.1	0.8*	56	-13	-4	2	-13	17	COc1ccc(C(=O)NN=C(Cc2ccccc2)Cc2ccccc2)cc1OC

Record cards (already shown). Order of screens: SR-BI uptake up | NSD2 inh | dFosB act | CDK5 p35 inh | DSG3 Ab inh | Mot1-301 SUMO | PKA-R2B act | Arrestin-AP2 inh | SR-BI DiI inh | PKA-R1A act | MITF TRPM1 HTS
COc1ccc(N2CC(C(=O)OCC(=O)Nc3cccc(C)c3)CC2=O)cc1 (stereo not drawn) as listed: . | -6 | -3 | -1.3 | 102 | 28 | -1 | -2 | . | -13 | 4
CCN(CC)c1ccc(C(=S)NCc2ccccc2)cc1 as listed: . | 34 | 0 | -0.8 | 94 | 5 | -6 | 36 | . | 2 | -5

Remaining list, next part
SR-BI uptake up	NSD2 inh	dFosB act	CDK5 p35 inh	DSG3 Ab inh	Mot1-301 SUMO	PKA-R2B act	Arrestin-AP2 inh	SR-BI DiI inh	PKA-R1A act	MITF TRPM1 HTS	structure
.	.	-16	-1.1	100	-8	2	21	.	14	-13	COc1ccc(-n2c(=S)[nH]c3cc(C(=O)NCc4cccnc4)ccc3c2=O)c(OC)c1
11	-3	1	1.1	103	75	0	42	-11	-1	2	CCN(CC)S(=O)(=O)c1ccc2nnn(O)c2c1
-7	-2	9	-1.2	100	8	-5	-8	7	1	-8	Cc1ccc(NC(=O)c2oc(=O)c3ccccc3c2-c2ccccc2)c(C)c1
8	0	2	-0.1	94	-4	-2	3	-8	6	-7	O=C(CN1C(=O)CSCC1=O)NCc1ccc(F)cc1

Screening results (PubChem)
